Compound activity as filed in PubChem BioAssay.
Exocytosis inh: blocks lytic granule exocytosis; TALL-104 LAMP-1 surface exposure, flow cytometry; cells stimulated with thapsigargin and PMA; inhibition, % at 10 µM; actives 0.66% (n = 360,000); AID 651702;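 active = inhibition above about 55%, limit read from the data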
HIF-2a inh: HIF-2a inhibition. actives 0.72% (n = 360,000). inhibition, % at 18.8 µM. 786-0 RCC cells HIF-2a reporter, luciferase luminescence, overnight;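 active = inhibition of the luminescence signal of 40% or more relative to plate controls, in a single-dose primary screen at 18.75 µM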
TRPM1 prom inh: MITF TRPM1 promoter inhibition in SK-MEL-5 cells; actives 0.83% (n = 330,000); SK-MEL-5 TRPM1 promoter luciferase, 24 h; inhibition, % at 12.5 µM;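 active = mean inhibition across replicates of 60% or more, whatever share of single replicates reaches that level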; note: values of inactives mirror those of a sister screen read the other way
hiPSC survival: enhancers of human iPSC single-cell survival; hiPSC single-cell survival, ATPlite luminescence; 100% = ROCK inhibitor wells, 0% = DMSO; survival enhancement, % at 20 µM; actives 0.044% (n = 360,000); AID 602274; in the data active = survival enhancement above about 18%;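 note: cells exposed to compounds for 16 hours before the ATP read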
PDI turbidity: blocks human protein disulfide isomerase activity; P07237; PDI insulin aggregation turbidity, A650, 90 min; inhibition, % at 10 µM; actives 0.052% (n = 350,000); AID 588391;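 active = mean inhibition across replicates of 30% or more, whatever share of single replicates reach that level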;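 note: absorbance from insulin aggregation driven by PDI reduction with DTT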
Target sequence (P07237 whole entry, looked up): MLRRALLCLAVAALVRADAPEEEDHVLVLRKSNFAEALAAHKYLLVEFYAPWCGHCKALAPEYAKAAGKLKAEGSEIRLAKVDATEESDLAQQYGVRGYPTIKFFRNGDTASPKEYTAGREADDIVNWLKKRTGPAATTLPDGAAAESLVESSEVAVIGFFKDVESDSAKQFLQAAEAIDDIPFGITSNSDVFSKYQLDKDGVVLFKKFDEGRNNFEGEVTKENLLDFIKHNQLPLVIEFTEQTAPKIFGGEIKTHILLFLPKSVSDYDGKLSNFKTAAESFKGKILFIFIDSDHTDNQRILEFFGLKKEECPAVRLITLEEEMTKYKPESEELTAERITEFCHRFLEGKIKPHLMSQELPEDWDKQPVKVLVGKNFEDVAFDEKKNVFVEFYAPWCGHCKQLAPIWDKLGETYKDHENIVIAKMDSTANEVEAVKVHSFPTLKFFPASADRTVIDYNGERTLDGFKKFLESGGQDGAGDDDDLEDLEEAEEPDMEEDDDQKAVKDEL
Vif inh: inhibitors of HIV Vif. actives 0.35% (n = 340,000). HEK293T cells, Vif self-association by quenched fluorescence, imaging, 24 h. inhibition, % at 7.49 µM; in the data active = inhibition above about 50%, passing the limit was not always enough; note: some results filed as inactive read as strong as hits
aDG glyco up: increases alpha dystroglycan glycosylation; Pro5-aDG cells, alpha-DG glycosylation AlphaScreen (IIH6); 0% Pro5, 100% B10-LARGE cell signal; activation, % at 10 µM; actives 0.22% (n = 360,000);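 active = activation of at least 8% versus controls, or a plate z-score of at least 8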;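 note: Pro5 are CHO cells carrying HIG-tagged alpha-DG that lacks glycosylation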
CaV13 ICDI inh: Disruptors of the CACNA1D IQ motif to Ca2+-dependent inactivation inhibitor domain association, primary screening, Förster resonance energy transfer in intact living …; HEK cells, CFP/YFP FRET ICDI-IQ, plate reader, 10 min; percent FRET-ratio fall versus neutral wells; inhibition, % at 12.3 µM; actives 0.098% (n = 340,000); AID 743397;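 active = mean replicate inhibition of at least 30% and at least 1% of replicates passing that level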;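 note: 0% = median of the neutral control wells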
NR2E3 ag-1: human photoreceptor-specific nuclear receptor agonism; actives 0.35% (n = 360,000); inhibition of corepressor binding, % at 3.98 µM; CHO-S Gal4-NCOR/VP16-NR2E3 two-hybrid, luciferase; AID 602229;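 active = inhibition above the mean of all tested compounds plus 3 SD, cut at about 70% in these data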;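 note: 0% = DMSO with NR2E3 transfected cells and 100% = cells lacking NR2E3 construct; higher means lower luciferase signal from less NR2E3 corepressor binding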
Target sequence (Q9Y5X4 whole entry, looked up, the tested form may be a part): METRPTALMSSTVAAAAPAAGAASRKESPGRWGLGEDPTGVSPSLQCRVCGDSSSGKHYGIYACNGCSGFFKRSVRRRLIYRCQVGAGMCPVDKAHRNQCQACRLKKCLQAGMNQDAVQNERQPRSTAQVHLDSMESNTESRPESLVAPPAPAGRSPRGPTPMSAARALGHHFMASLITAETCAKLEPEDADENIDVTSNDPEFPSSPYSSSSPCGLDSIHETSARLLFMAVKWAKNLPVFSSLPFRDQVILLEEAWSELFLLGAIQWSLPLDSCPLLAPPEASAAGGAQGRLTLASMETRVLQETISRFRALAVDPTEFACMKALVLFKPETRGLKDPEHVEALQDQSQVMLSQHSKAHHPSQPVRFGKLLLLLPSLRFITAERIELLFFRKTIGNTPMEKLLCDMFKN
NR2E3 ag-2: NR2E3 (human) agonism. Q9Y5X4. GST-NR2E3/biotin-RetCOR TR-FRET, 1536-well. inhibition of corepressor binding, % at 4.78 µM. actives 0.12% (n = 320,000). AID 2300;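 active = percent inhibition above the cutoff of mean plus 3 SD of all tested compounds, set per screening campaign, cut at about 20% in these data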;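 note: 0% = DMSO wells and 100% = biotin wells as full block of FRET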
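System: GST-tagged NR2E3 plus biotinylated RetCOR corepressor; Amount: 1.35 nM GST-tagged NR2E3 final; Dosing: single nominal compound dose of 4.8 µM; Schedule: 5 h incubation at 4 °C; Technique: TR-FRET with europium anti-GST and streptavidin-D2, 340 nm excitation; Controls: biotin wells as high control, 0.6% DMSO wells as low control.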
Peg3 prom inh: Peg3 promoter activity inhibition. HeLa PEG-Prom luciferase reporter, luminescence, overnight. inhibition, % at 20 µM. actives 1.7% (n = 360,000). AID 588405;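 active = inhibition of at least 50% at 20 µM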
* = called active by the depositor; · = no result given. Outcome played no part in choosing rows, and some 3.5% of all compounds hit somewhere here.

The opening 2 compounds, to show the layout:
mol,Exocytosis inh,HIF-2a inh,TRPM1 prom inh,hiPSC survival,PDI turbidity,Vif inh,aDG glyco up,CaV13 ICDI inh,NR2E3 ag-1,NR2E3 ag-2,Peg3 prom inh
Cc1cc(NC(=O)c2ccc(N3C(=O)CCC3=O)cc2)no1,2,-1,-9,-2.5,-9,14,-0.1,-5,-34,-1,6
OC(COc1ccc(CNCc2cccnc2)cc1)CN1CCc2ccccc2C1 (stereo not given),1,11,1,1.5,16,5,-0.1,1,2,4,-1

All compounds of this part (from the top)
mol,Exocytosis inh,HIF-2a inh,TRPM1 prom inh,hiPSC survival,PDI turbidity,Vif inh,aDG glyco up,CaV13 ICDI inh,NR2E3 ag-1,NR2E3 ag-2,Peg3 prom inh
Cc1cc(NC(=O)c2ccc(N3C(=O)CCC3=O)cc2)no1,2,-1,-9,-2.5,-9,14,-0.1,-5,-34,-1,6
OC(COc1ccc(CNCc2cccnc2)cc1)CN1CCc2ccccc2C1 (stereo not given),1,11,1,1.5,16,5,-0.1,1,2,4,-1
COc1ccc(CCNC(=S)Nc2ccccc2C)cc1,2,28,11,-3.1,5,6,0.0,·,-1,0,22
OCCN1CCN(CCSc2ccccc2)CC1,-8,2,7,1.1,16,-12,-0.4,-5,-5,-5,16
Cc1ccc(S(=O)(=O)NCCSc2nnnn2-c2ccc(C(N)=O)cc2)cc1,-5,23,3,3.8,-6,-10,0.1,-5,-15,3,18
Cc1cc2nc(-c3ccco3)c(Cc3cccc(Cl)c3)n2c(C)c1Br,73*,2,·,-1.1,·,·,0.2,-5,-22,·,·
COc1ccc(O)c(/C=N/N=C2/C(=O)Nc3ccccc32)c1,1,-66,7,-3.4,1,1,-0.1,-3,-2,-2,-56
Cc1cccc(-n2c(C)c(C)c3c(N)ncnc32)c1,1,-3,-15,-0.5,-3,7,0.1,-7,-52,-1,1
COc1cc2c(C)nc3c(cnn3-c3ccccc3)c2cc1OC,8,-201,-81,-1.1,-4,-1,0.7,9,-50,-2,-198
C=CCn1c(SCC(=O)Nc2ccc(C(=O)OC(C)C)cc2)nnc1-c1cccs1,1,0,7,0.0,2,-2,0.8,·,7,2,11
CCCCCCOc1ccc(N2C(=O)CC(N3CCN(CCN=CC4=C(O)CC(C)(C)CC4=O)CC3)C2=O)cc1 (stereo not given),15,12,·,0.9,-9,3,0.1,-3,-32,-4,3
CS(=O)(=O)Nc1ccccc1C(=O)NCCSCc1ccccc1,-1,6,-4,-0.9,9,-3,0.3,-4,-14,2,12
O=C(COc1ccc(Br)cc1CNC1CCCC1)Nc1ccccc1,3,5,-23,-2.6,5,0,3.6,0,2,0,-21
CCCNC(=O)C1(C)CCCN(CC(=O)c2ccc3c(c2)OCCO3)C1 (stereo not given),-13,4,·,5.4,-1,·,0.6,-5,1,·,3
CN(C)C(=O)c1cc([N+](=O)[O-])ccc1O,-5,17,-3,-1.0,-3,0,0.0,10,-13,1,-1
O=C(O)CN=C(Nc1cc(Cl)cc(Cl)c1)NC(c1ccccc1)c1ccccc1,-6,-2,·,-0.6,·,·,-0.1,-11,-16,·,·
CC(C)CN1CCN(Cc2cccn2-c2ccc(Cl)cn2)CC1CCO (stereo not given),0,5,-1,-0.1,-2,9,0.0,-6,-8,3,-36
O=C(Nc1c2c(nn1-c1ccc(F)cc1)CS(=O)C2)c1ccc(Br)o1 (stereo not given),4,15,5,-0.5,0,2,-0.2,-3,10,0,13
COc1cccc(CCNC(=O)C2CCC(=O)N(Cc3cccc(OC)c3)C2)c1 (stereo not given),8,-2,1,-0.5,6,13,0.4,-2,11,0,-4
Cc1cc2oc(=O)cc(CN3CCN(S(=O)(=O)c4ccc5c(c4)OCCO5)CC3)c2cc1C,-2,24,11,3.0,-4,1,0.3,-3,2,-3,5
Cc1cc(=O)oc2cc(NC(=O)CCCC(=O)O)ccc12,-2,6,-2,4.9,-10,11,-0.1,·,0,2,6
CS(=O)(=O)N1CCN(c2ccccc2NC(=S)NC(=O)c2cccs2)CC1,2,13,-6,-1.1,2,-6,-0.2,6,-10,3,29
COc1ccc(NC(=O)N(C)C[C@H]2OCc3cnnn3CCCC(=O)N([C@H](C)CO)C[C@@H]2C)cc1,-1,0,·,2.1,3,3,0.1,·,12,·,12
Nc1ccc2c(c1)C(=O)N(CCCCCC(=O)O)C2,0,12,-6,-0.6,-5,9,0.4,·,-10,-1,-9
C/C(Cl)=C/Cn1c(SCc2ccc(Cl)cc2)nc2c1c(=O)[nH]c(=O)n2C,1,15,-11,6.5,-5,-3,0.3,-1,3,·,26
Cc1ccc(Oc2ncccc2NC(=O)CC(CC(=O)O)c2ccccc2)c2c1CCC2 (stereo not given),0,11,17,1.1,0,9,0.1,-4,6,0,21
CCOC(=O)N1CCN(CC(=O)Nc2cc(C)nn2-c2nc3ccccc3s2)CC1,5,-43,0,-1.2,1,·,0.2,-8,-27,3,4
COc1ncccc1C(=O)NC1CCCc2c1cnn2-c1ccc(C)c(C)c1 (stereo not given),0,-4,-4,-0.3,-2,-15,-0.1,-6,34,2,5
COc1ccc(NC(=O)Cc2coc3cc(C)ccc23)cc1S(=O)(=O)N1CCOCC1,-1,-64,8,0.4,3,-14,0.2,-5,11,-4,-50
COCCSc1ccccc1C(=O)Nc1ccc(Cl)cn1,-4,7,4,5.9,5,-2,0.2,-3,-21,-1,2
CC(C)(CSc1nncn1/N=C/c1ccco1)NS(=O)(=O)c1ccc(Cl)cc1,-3,4,-4,0.4,8,3,-0.2,-7,4,2,15
O=C(COc1ccccc1)NC(=S)Nc1ccc(Br)cn1,-4,11,·,-0.7,3,8,-0.1,-21,-16,1,-4
CCOC(=O)c1c(NC(=O)CSc2nnc(CN3CCOCC3)n2C)sc2c1CCCC2,0,19,9,1.9,-2,6,-0.5,-5,-6,1,7
Cc1ccnc(NC(=O)C2CCCN(c3ncnc4c3nc3n4CCCCC3)C2)c1 (stereo not given),-2,14,11,-0.4,0,3,0.1,-7,-2,0,9
CSc1nc(NCc2ccco2)c2sc3nc(C(C)C)c4c(c3c2n1)CC(C)(C)OC4,2,15,-5,0.5,-9,-4,0.2,-9,-21,0,8
c1cc(CNC23CC4CC(CC(C4)C2)C3)ccn1,-2,13,5,-0.7,-3,0,0.0,-7,11,-1,2
CCN(CC)c1ccc(NC(=O)CSc2nc(C)cc(=O)[nH]2)cc1,-1,12,·,-0.8,14,0,2.3,-6,-4,-1,15
Cc1cccc(-c2noc(Cc3ccc(Cl)cc3)n2)c1,-2,-251,-67,4.7,-1,-3,1.4,-1,-6,1,-217
O=C(Nc1ccc(NC(=O)C2CC2)cc1)c1cccs1,28,-188,-69,-0.3,9,3,0.4,·,-81,-1,-265
O=C(NNC(=O)c1cnccn1)c1ccc(Cl)c(Cl)c1,-2,-1,16,-0.3,-5,4,0.7,·,-16,3,34
O=C(CN1C(=O)NC2(CCOc3ccccc32)C1=O)Nc1cccc([N+](=O)[O-])c1 (stereo not given),5,9,0,1.6,-2,-9,0.0,-5,-24,·,10
Cc1noc(C)c1C(=O)N(C)C[C@@H]1OCc2ccccc2-c2c(n(C)c3ccccc23)C(=O)N([C@H](C)CO)C[C@H]1C,4,6,·,0.8,-2,·,-0.1,-10,-9,·,-9
NC(=O)c1ccsc1NC(=O)CCc1ccccc1,-9,-264,-53,-0.4,1,1,0.5,-20,-88,4,-194
CCOC(=O)C1CCCN(c2c(NCCc3ccc(S(N)(=O)=O)cc3)c(=O)c2=O)C1 (stereo not given),-5,15,·,2.9,3,·,-0.1,-7,-28,3,0
Clc1ccc(CNCC2CCCO2)cc1 (stereo not given),-1,11,2,-0.6,1,-3,0.2,-4,-7,·,0
CCSc1nc(C)c(CCOc2cccc(C)c2)c(=O)[nH]1,2,1,-1,0.7,-3,1,-0.1,-5,-4,5,0
N#Cc1ccc(Oc2ccc(-c3cnc4ccccc4n3)cc2)cc1C#N,11,24,4,2.1,5,-7,0.2,-3,-29,-3,19
CN(Cc1ccc(Br)cc1)C(=O)CCN1C(=O)c2cccc([N+](=O)[O-])c2C1=O,0,5,1,-0.5,-4,15,-0.1,-3,-12,2,9
CC(C)N(CCn1cnc2c([nH]c3ccccc32)c1=O)C(C)C,-2,-4,21,-0.5,16,3,0.1,-3,-11,2,7
Cc1cccc(C)c1Nc1nnc(SCC(=O)NC(=O)c2cccn2C)s1,-1,13,6,3.2,-6,-2,1.5,-4,0,0,-14
O=C(O)CONC(=O)c1cc(OCC(F)(F)F)ccc1OCC(F)(F)F,-2,5,7,3.7,-4,1,-0.1,-5,-28,-4,5
CCOC(=O)CSc1nc2ccccc2c(=O)n1CCN1CCOCC1,-4,7,10,-1.1,0,16,0.0,-4,-16,3,-3
CN(C)S(=O)(=O)c1ccc(C(=O)OCC(=O)Nc2ccc3c(c2)OCO3)cc1,-2,1,2,-0.4,11,-4,-0.2,-2,16,0,11
COc1ccccc1CNC(=O)c1ccc(CS(=O)(=O)c2ccccc2C)o1,-2,13,8,0.0,4,7,0.0,-10,-18,-3,7
CC(=O)c1ccc(S(=O)(=O)Nc2cccc(-c3cn4c(n3)SCC4)c2)cc1,22,10,20,-1.0,7,-10,0.3,7,-24,-2,-6
O=C(c1ncn[nH]1)N1CCN(c2nc(-c3ccccc3)cs2)CC1,-3,-99,-15,-0.7,-12,2,0.1,·,-23,1,-48
CC(=O)Nc1cccc(C(=O)NC2CCCc3c2cnn3-c2ccc(C(C)(C)C)cc2)c1 (stereo not given),1,-3,11,-0.3,-12,-3,0.9,-2,22,4,1
CC(=O)c1cccc(NC(=O)C(C)OC(=O)CCc2nc3ccccc3c(=O)[nH]2)c1 (stereo not given),-2,12,5,2.6,-4,5,-0.1,-6,-6,·,24
O=C(COC(=O)c1cc(Br)ccc1Cl)NC(=O)NCc1ccccc1,-1,-7,-5,0.1,-13,0,-0.1,-9,-3,2,-18
COc1ccccc1CNC(=O)COC(=O)c1c(C)nn(-c2ccccc2)c1Cl,-1,10,-7,0.8,13,-19,0.5,-2,-5,0,9
COCCCNC(=O)CSc1nc2ccccc2c(=O)n1CCCN1CCCCC1,-2,19,0,0.3,-7,-8,0.3,-20,6,4,9
Cc1c(C(=O)N2CCCCC2)c(S(=O)(=O)NCc2ccccc2Cl)c(C)n1C,-1,15,1,-0.3,0,-3,0.0,-2,-33,-1,4
Cc1ccc(S(=O)(=O)N/N=C2/CC(=O)CC(C)(C)C2)cc1[N+](=O)[O-],-3,10,3,0.2,4,12,-0.1,-2,-13,1,14
